Screening results (PubChem)
PAFAH2 FP inh: PAFAH2 (human) inhibition | Q99487 | recombinant PAFAH2, FP-rhodamine activity probe, fluorescence polarization | inhibition, % at 3.39 µM | 0.99% of 340,000 active;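 active = inhibition above the mean over all tested compounds plus 3 SD, cut at about 30% in these data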;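 also: inhibitors block probe labeling of enzyme so polarization drops; 0% = enzyme with DMSO and 100% = wells lacking PAFAH2 protein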
core dimer inh: blocks dimerization of HCV core protein; TR-FRET GST/Flag-core106 dimerization, 1536-well; inhibition, % at 5 µM; 0.33% of 300,000 active;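 active = inhibition above the mean of all tested compounds plus 3 SD, set per screening campaign, cut at about 45% in these data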
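assay system = GST-tagged and Flag-tagged HCV core protein residues 1-106 | controls = unlabelled core106 and no-GST-core106 wells | incubation = compound-protein-antibody incubation 4 h at 22.5 °C | probe or stimulus = Eu donor and XL665 acceptor anti-tag antibodies | read-out = % inhibition based on acceptor/donor emission ratio | signal = TR-FRET 671 and 617 nm emission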
PP5 inh: PP5 (human) phosphatase inhibition. purified PP5c, OMFP substrate fluorescence. AID 1987. inhibition, % at 6.7 µM. 0.18% of 320,000 active;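 active = inhibition above the campaign's mean inhibition across all tested compounds plus 3 SD, cut at about 9.5% in these data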;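 also: 0% = DMSO only and 100% = 100 µM cantharidin control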
Fh CTSL1 inh: counter-screen for PFM18AAP inhibitors: inhibitors of F. hepatica cathepsin L1; recombinant F. hepatica cathepsin L1, Z-Leu-Arg-MCA fluorescence; AID 1906; inhibition, % at 5.96 µM; 0.49% of 300,000 active;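 active = inhibition above the mean of all tested compounds plus 3 SD, set per screening campaign, cut at about 17% in these data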;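 also: 0% = plate median of test compound wells and 100% = 1 µM Z-Phe-Ala-diazomethylketone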
proCasp7 act: counter-screen: procaspase-7 (human) activation; P55210; recombinant procaspase-7, Ac-DEVD-pNA absorbance 405 nm; D23A/D198A/D206A triple mutant, cannot self-cleave; scale: DMSO 0, 5 µM enzyme 100; activation, % at 8.5 µM; 0.093% of 330,000 active; AID 463210;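 active = percent activation above the screen-wide mean plus 3 SD, cut at about 25% in these data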
Target sequence (P55210 whole entry D23A/D198A/D206A): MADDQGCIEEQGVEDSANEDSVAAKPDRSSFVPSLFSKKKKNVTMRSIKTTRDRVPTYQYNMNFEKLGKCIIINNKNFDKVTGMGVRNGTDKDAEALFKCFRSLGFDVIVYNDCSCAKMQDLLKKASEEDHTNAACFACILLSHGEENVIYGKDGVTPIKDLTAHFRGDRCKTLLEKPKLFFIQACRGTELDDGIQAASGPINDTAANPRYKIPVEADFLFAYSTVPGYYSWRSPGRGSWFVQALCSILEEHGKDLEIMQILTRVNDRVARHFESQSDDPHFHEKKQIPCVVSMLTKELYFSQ
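Assay system: Uncleavable procaspase-7 mutant enzyme | Input: 2 µM procaspase-7 mutant as dispensed | Timing: 1 h compound preincubation, 2 h substrate cleavage, 25 °C | Repeats: One well per compound | Control set: DMSO wells as 0%, DMSO with 5 µM added PC-7 as 100% | Technique: Epi-absorbance of released pNA at 405 nm, two timepoints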
proCasp3 act: activates human procaspase-3. P42574. activation, % at 8.5 µM. 0.11% of 330,000 active. AID 463141. recombinant procaspase-3 D3A, Ac-DEVD-pNA absorbance 405 nm;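 active = activation above the mean of all tested compounds plus 3 SD, cut at about 21% in these data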;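 also: 0% = DMSO alone and 100% = DMSO wells spiked with extra 5 µM PC-3 D3A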
Target sequence (P42574 whole entry D9A/D28A/D175A): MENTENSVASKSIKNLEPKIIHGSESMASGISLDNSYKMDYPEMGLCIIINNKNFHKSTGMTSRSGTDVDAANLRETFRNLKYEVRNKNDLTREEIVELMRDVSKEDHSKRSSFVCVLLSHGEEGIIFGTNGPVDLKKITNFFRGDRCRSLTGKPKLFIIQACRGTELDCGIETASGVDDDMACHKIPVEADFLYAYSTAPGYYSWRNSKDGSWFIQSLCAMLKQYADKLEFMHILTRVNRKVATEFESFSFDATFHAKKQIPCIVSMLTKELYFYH
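Test system: Procaspase-3 D3A mutant, all three cleavage aspartates alanine | Dosing: Single dose, 8.5 µM nominal compound, 0.8% DMSO | Schedule: 1 h preincubation, 2 h reaction | Technique: 405 nm absorbance of p-nitroaniline, reads at 0 and 120 min | Repeats: One well per compound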
AHR activator: human AHR activation; AHR-responsive luciferase reporter cells, luminescence; 2.5% of 320,000 active; AID 2796; activation, % at 5 µM; P35869; in the data active = activation above about 47%;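 also: 0% = vehicle wells and 100% = reference agonist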
PP1 inh: counter-screen for PP5 inhibitors: inhibitors of human PP1-alpha. P62136. purified PP1alpha, OMFP fluorescence. 0.9% of 320,000 active. AID 2235. inhibition, % at 6.7 µM;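 active = inhibition above the mean inhibition of all tested compounds plus 3 SD, computed separately for each screening campaign, cut at about 15% in these data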
Target sequence (P62136 whole entry, looked up): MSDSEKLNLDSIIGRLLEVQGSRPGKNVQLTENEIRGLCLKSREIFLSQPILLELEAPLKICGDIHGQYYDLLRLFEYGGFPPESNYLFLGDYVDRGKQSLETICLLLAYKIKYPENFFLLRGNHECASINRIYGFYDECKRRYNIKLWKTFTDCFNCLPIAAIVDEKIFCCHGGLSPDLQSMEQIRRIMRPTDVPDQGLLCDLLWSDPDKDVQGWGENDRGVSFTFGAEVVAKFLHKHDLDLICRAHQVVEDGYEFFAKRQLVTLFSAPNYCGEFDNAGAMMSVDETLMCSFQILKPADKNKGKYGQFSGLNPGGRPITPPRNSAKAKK
TPT1 inhibitor: blocks Candida albicans tRNA 2'-phosphotransferase | recombinant caTPT1, FP RNA substrate dephosphorylation | inhibition, % at 5 µM | 0.81% of 300,000 active;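 active = inhibition above the mean of all tested compounds plus 3 SD, set per screening campaign, cut at about 24% in these data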;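 also: plate controls were DMSO alone for no effect and ferristatin control at 100 nM for full effect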
* marks the source's active call; other numbers are inactive results; x = no result given.

SMILES	PAFAH2 FP inh	core dimer inh	PP5 inh	Fh CTSL1 inh	proCasp7 act	proCasp3 act	AHR activator	PP1 inh	TPT1 inhibitor
O=C(NC1CCCN(Cc2ccc(Cl)cc2)C1)c1ccccc1C(F)(F)F (configuration not stated)	6	1	1.5	12	-2	-1	-3	-1	1
CN(CC(=O)Nc1ccc(F)cc1[N+](=O)[O-])C1CCS(=O)(=O)C1 (configuration not stated)	7	x	x	x	2	3	5	x	x
CC(C)COP(=O)(OCC(C)C)C(Nc1ccccc1)c1ccccc1 (configuration not stated)	1	0	4.0	0	-2	9	0	2	-1
Cc1ccc(NC(=O)c2ccccc2OCC(=O)c2ccccc2)cc1	-8	10	1.0	1	-14	-4	4	-4	-1
O=C1CC(c2ccccc2)CC2=C1CN(C1CCCCC1)CN2 (configuration not stated)	-6	1	-1.1	2	6	3	0	-1	-3
CC(=O)c1cccc(NC(=S)N2CCN(S(C)(=O)=O)CC2)c1	-3	5	3.2	-2	-4	-8	7	-2	-1
CC(CNC(=O)CN1C(=O)CCSc2ccccc21)c1ccccc1 (configuration not stated)	1	-4	-1.1	3	2	4	0	-3	0
Cc1ccc2sc(NC(=O)C3CC3)nc2c1C	-2	1	1.4	-1	-3	-1	44	0	-1
Cc1ccc(NC(=O)NNC(=O)c2cccs2)cc1	-7	-11	1.6	0	0	-1	0	1	1
COc1cc(CNC(C)C)ccc1OCC(=O)Nc1cccc2ccccc12	-1	0	0.4	1	9	8	14	-1	-2
CC(=O)Nc1cc(-c2nn(C)c(=O)c3ccccc23)ccc1N1CCCCC1	0	1	-2.9	2	1	4	1	-3	2
CC(C)(C)NS(=O)(=O)c1ccc(CCC(=O)N2CCCCC2)cc1	-1	4	3.0	-6	3	6	9	-1	-4
O=C(CCN1C(=O)C2CC=C(Cl)CC2C1=O)NC1CCCCC1 (configuration not stated)	3	-3	0.6	7	-1	-4	-3	-5	-5
CCCCC(=O)NNC(=O)c1c(O)c2ccccc2[nH]c1=O	7	-5	-2.6	-5	8	-5	0	0	-2
Cn1c(=O)oc2cc(S(=O)(=O)NCCC(=O)N3CCc4ccccc43)ccc21	1	1	-0.1	-4	6	7	14	-5	-3
O=C(c1ccco1)N1N=C(c2ccco2)CC1c1ccc(Cl)cc1Cl (configuration not stated)	9	x	2.0	x	8	-2	0	0	x
COCCn1c(=O)[nH]c2cc(C(=O)N3CCN(c4ccccc4)CC3)ccc2c1=O	11	1	1.8	8	5	8	-1	-1	-3
Cc1ccc(Cn2cc(S(=O)(=O)c3ccc(C(C)C)cc3)c(=O)c3cc4c(cc32)OCO4)cc1	-11	10	4.7	-6	1	12	1	18*	0
Cc1ccc(S(=O)(=O)Nc2nc(C)c(C(=O)NNS(=O)(=O)c3cc(C)ccc3C)s2)cc1	13	7	1.2	2	4	4	3	0	-3
COc1ccc2c(c1)[nH]c1c(=O)n(Cc3ccccn3)cnc12	-3	-2	0.5	4	-1	-1	12	-2	5
CC(C)[C@@H](C(=O)NCC1CCCO1)N1C(=O)N2CCc3c([nH]c4ccccc34)[C@@]2(C)C1=O (some centres not stated)	-1	-1	4.5	5	10	-1	4	-2	-4
Cn1c(N2CCOCC2)nc2c1c(=O)n(Cc1ccc(Cl)cc1)c(=O)n2C	-2	-4	0.1	4	4	9	1	1	3
O=C(Nc1cccc([N+](=O)[O-])c1)c1ccc2ccccc2c1O	11	-14	1.7	6	9	-3	1	-2	-3
CCOC(=O)C1=C(N)OC2=C(C(=O)CCC2)C1c1cccs1 (configuration not stated)	-2	-2	0.1	0	-5	-6	-1	-6	3
COc1ccc(C2CC(c3ccccc3)=NN2C(=O)COC(=O)c2cc(S(=O)(=O)N3CCOCC3)ccc2F)cc1 (configuration not stated)	48*	-10	2.9	3	13	-9	-1	7	-2
N#Cc1cnc(SCC(=O)c2ccccc2)nc1N	4	3	-2.9	-2	-9	-10	4	-3	4
O=C(Cn1cnc2ccccc21)N/N=C/c1cccnc1	8	-2	-0.9	-5	1	-5	5	0	-5
Cc1ccc(NC(=O)CSc2nc(N)c3cc4c(nc3n2)CCCC4)cc1	2	10	3.0	2	9	2	13	4	7
Cc1cccc(NC(=O)/C(=C\c2ccc([N+](=O)[O-])o2)NC(=O)c2ccc(Cl)cc2)c1	-4	13	5.1	9	-8	-7	5	3	17
Cc1ccc(-c2n[nH]c(=S)nc2-c2ccc(C)cc2)cc1	-2	-8	1.1	-1	-1	-13	1	-1	-4
Cc1ccc(COC(=O)c2nn(-c3ccccc3)nc2N)cc1	-5	-5	1.3	5	6	-8	12	-3	-2
COc1ccc(N(CC(C)C)S(=O)(=O)c2nnc(NC(=O)c3ccco3)s2)cc1	8	8	-1.0	2	-16	-4	0	4	-2
CCN(CC)c1ccc(C(=O)NNC(=O)CCc2nc3ccccc3c(=O)[nH]2)cc1	1	-5	0.5	0	1	8	10	0	1
CCOC(=O)NC(=O)c1cn(-c2ccc(OC)cc2)c(=O)[nH]c1=O	8	4	1.2	4	1	-7	1	-1	-2
CCN(CC)CCN1C(=O)C2C(C(=O)Nc3cccc(SC)c3)C3C=CC2(O3)C1C(=O)NC1CCCC(C)C1C (configuration not stated)	-4	-7	3.8	3	11	0	0	7	2
COc1ccccc1-c1cc2nc(C)c(CCC(=O)NCc3ccco3)c(C)n2n1	-2	-17	1.7	-3	-1	1	5	-1	1
COc1ccccc1CCNC(=O)c1ccc(C)o1	-2	-3	-1.4	-1	-3	4	3	-5	-1
CCN[C@H]1CN(CCCOC)S(=O)(=O)c2sc(S(N)(=O)=O)cc21	7	1	-2.2	-3	-7	3	-3	-1	1
Cc1[nH]c2ccccc2c1C(=O)CSC(=S)N(C)C1CCCCC1	-1	-3	2.3	3	1	-6	-1	1	128*
Cn1cc(/C=C(\C#N)C(=O)Nc2ncc(Cc3cccc(Cl)c3)s2)c2ccccc21	x	21	-0.6	1	-37	-20	1	1	3
O=C(CN(Cc1ccccc1)C(=O)CNS(=O)(=O)c1ccccc1)NCc1ccco1	3	2	0.1	-1	11	1	3	-2	-4
O=C(c1ccc2nc(N3CCOCC3)sc2c1)N1CCCC1	-1	-1	0.2	-5	-3	7	8	4	-3
C/C(=N/NC(=O)c1ccc(Cl)cc1Cl)c1cccnc1	6	1	-2.6	-3	6	3	10	0	-1
CCCOC(=O)c1ccc(Oc2cn[nH]c2-c2ccc(OCC(=O)NN)cc2O)cc1	0	2	2.2	5	2	-2	8	3	-2
Cc1nn(S(=O)(=O)c2ccc(F)cc2)c(C)c1S(=O)(=O)N1CCCCC1	-1	-5	2.5	-1	4	-2	0	-1	-4
c1coc(-c2nnc3sc(Cc4cccs4)nn23)c1	20	24	2.4	-4	-1	-6	-1	-1	3
CCCCNS(=O)(=O)c1ccc2nc(-c3cccnc3)cc(C(=O)NCCCOC)c2c1	-2	2	3.1	0	13	0	1	-4	2
CC(NC(=O)COC(=O)Cc1ccsc1)C1CC2CCC1C2 (configuration not stated)	12	-7	-4.6	-4	2	-6	2	-4	-6
COc1ccc(CSc2nnnn2-c2ccccc2)cc1	2	0	4.3	1	8	-1	2	-1	1
CCOC(=O)c1cnc(-n2nc(C)cc2C)nc1NNc1cc(-c2ccccc2)nc(C)n1	x	-8	1.9	-2	-15	-10	-1	-7	1
CCCCCn1c(SCC#N)nc2cc(C(=O)NCC3CCCO3)ccc2c1=O (configuration not stated)	-6	5	-0.8	2	6	4	0	-3	0
COc1cc(/C=C2\SC(=O)NC2=O)ccc1OCc1ccc(Cl)nc1	-1	16	3.6	2	6	8	-2	-1	-6
CCOC(=O)c1cnc(Nc2ccc(OCC)cc2)nc1C	-2	2	-1.4	2	1	5	-2	-4	-1
CC1(C)CC(=O)C2=C(C1)N=C1SCCC(=O)N1C2c1cccc([N+](=O)[O-])c1 (configuration not stated)	6	-2	0.3	-1	9	-1	-1	0	-7
CCCNC(=S)N1CCC(NC(=O)Nc2ccc(C)cc2)CC1	-2	-2	-1.8	1	1	2	1	-3	0
Cc1ccc(C)c(NC(=S)N2C3CCCC2CC(NC(=O)C2CC2)C3)c1 (configuration not stated)	-2	-8	1.7	0	8	4	-3	2	-1
CC(C)NC(=S)NN=C1c2ccccc2-c2ccccc21	-4	3	-0.5	-3	4	-2	25	-4	1
Cc1ccccc1-n1nnnc1SCC(=O)Nc1ccc(S(=O)(=O)N2CCCC2)cc1	0	23	4.7	1	6	-5	37	5	1
N#Cc1ccccc1NC(=O)c1ccccc1OCC(=O)NCc1ccco1	-6	5	0.7	4	3	-8	117*	5	-4
COc1cc(/C=N/Nc2ncc(C(F)(F)F)cc2Cl)cc(OC)c1OC	1	0	4.7	5	10	15	20	3	-4
(list continues)
SMILES	PAFAH2 FP inh	core dimer inh	PP5 inh	Fh CTSL1 inh	proCasp7 act	proCasp3 act	AHR activator	PP1 inh	TPT1 inhibitor
CCCn1cnc2cc(NC(=O)c3cccs3)ccc21	-3	-12	-11	2	7	-6	7	-10	0
CCOC(=O)N1CCN(C(=O)C2CCN(S(=O)(=O)c3c(C)cc(C)cc3C)CC2)CC1	-3	1	-3.3	1	2	6	0	5	-1
CCc1ccc(NC(=O)c2sc3nc4n(c(=O)c3c2C)CCC4)cc1	8	-12	-0.8	4	11	3	-5	1	-3
CN(/C(=N\S(=O)(=O)c1ccccc1)c1ccccc1)c1ccc(O)cc1	8	12	-1.2	0	4	-3	6	5	-3
Cc1cc(=O)oc2cc(OC(C)C(=O)Nc3ccc(N4CCOCC4)cc3)ccc12 (configuration not stated)	6	-3	0.2	-1	-10	0	2	0	-3
COc1ccc(C2CC(c3ccc(Cl)cc3Cl)n3nc(N)nc3N2)cc1 (configuration not stated)	1	9	5.5	-2	-5	0	11	-11	-2
